Screening data (PubChem BioAssay)
p-CIP stab down: p/CIP-EGFP fusion destabilizers, primary screen, fluorescence, F442A cells. 290,000 tested, 0.01% active. decrease of EGFP signal, % at 10 µM. 16 h;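 active = EGFP signal decrease of at least 30% at 10 µM or well 3 SD below plate mean, unless failing retest; inactive = the rest, including hits failing retest or dose response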; also: some compounds called inactive have numbers as strong as hits; many of its hits are not listed in these tables
CRFR2-BP antag: antagonists of CRF-BP/CRF-R2 complex, primary screen, cell-based, HEK293, calcium dye fluorescence, uHTS; inhibition, % at 11.8 µM; AID 588475, 2011; CRF-induced calcium fluorescence; 350,000 tested, 0.59% active;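 active = inhibition of the ligand-induced calcium signal above about 50% at the single tested concentration, limit read from the data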
IDE cell activ: human IDE activators in live cells, primary screen, fluorescence polarization, HEK cells, FAbeta-B substrate; FAbeta-B cleavage; 0% vehicle, 100% cell-free pure enzyme wells; activation, % at 5.96 µM; 340,000 tested, 0.073% active; AID 493087, 2011;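 active = activation above the mean of all tested compounds plus 3 SD, set per screening campaign, cut at about 17% in these data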
PHOSPHO1 inh: PubChem AID 1565; inhibition, % at 13.3 µM; 290,000 tested, 1.1% active; Phosphoethanolamine/phosphocholine phosphatase (Homo sapiens), Q8TCT1; recombinant PHOSPHO1, absorbance phosphatase assay; in the data active = inhibition above about 60%
Target sequence (Q8TCT1 whole entry, looked up): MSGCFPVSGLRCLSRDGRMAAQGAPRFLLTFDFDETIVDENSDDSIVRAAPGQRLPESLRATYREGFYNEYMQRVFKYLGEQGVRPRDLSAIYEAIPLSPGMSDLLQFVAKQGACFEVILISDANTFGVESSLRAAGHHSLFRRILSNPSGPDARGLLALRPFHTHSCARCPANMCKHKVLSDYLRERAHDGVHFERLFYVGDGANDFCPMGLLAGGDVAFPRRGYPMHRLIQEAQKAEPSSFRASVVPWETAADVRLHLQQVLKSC
CRFR2-BP ag: agonists of CRF-BP/CRF-R2 complex, primary screen, cell-based, HEK293, calcium dye fluorescence, uHTS; activation, % at 13.2 µM; CRF-binding protein / CRF receptor 2 complex (human); calcium dye fluorescence (FLIPR); percent of saturating CRF peptide response; 350,000 tested, 0.46% active;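 active = activation of at least 50%, plus an integration ratio under a set limit after plate pattern correction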;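 also: plate controls were neutral control wells without compound for no effect and CRF at EC100 for full effect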
GalR3 antag: GalR3 antagonists in HEK293 cells, primary screen, cell-based, fluorescence readout; HEK293 GalR3-CNG cAMP membrane potential fluorescence; galR3 body fused to GalR1 C-terminus; Galanin receptor type 3 (Homo sapiens), O60755; inhibition, % at 3 µM; 360,000 tested, 0.44% active; AID 651719, 2012;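 active = inhibition above the screen-wide average plus 3 SD, cut at about 13% in these data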;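 also: forskolin and galanin both at EC90 stimulate the cells; cAMP rise reported by CNG channel membrane potential dye signal; 0% = forskolin plus galanin with DMSO and 100% = forskolin alone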
Target sequence (O60755 1-299 limits assumed): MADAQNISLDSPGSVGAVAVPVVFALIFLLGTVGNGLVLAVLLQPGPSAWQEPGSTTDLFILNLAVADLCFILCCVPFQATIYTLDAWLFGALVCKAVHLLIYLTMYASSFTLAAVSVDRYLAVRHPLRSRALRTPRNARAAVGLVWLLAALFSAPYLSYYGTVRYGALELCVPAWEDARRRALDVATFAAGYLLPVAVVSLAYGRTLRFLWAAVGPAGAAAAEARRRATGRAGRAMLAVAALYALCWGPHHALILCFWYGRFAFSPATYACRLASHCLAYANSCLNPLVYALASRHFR
IDE cell inh: human IDE inhibitors in live cells, primary screen, fluorescence polarization, HEK cells, FAbetaB substrate; 320,000 tested, 0.41% active; FAbetaB cleavage; inhibition, % at 5.59 µM;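 active = percent inhibition above the average of all tested compounds plus 3 SD, set per screening campaign, cut at about 16% in these data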;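 also: IDE supplied by intact live HEK cells; FP after avidin binding of uncleaved biotin substrate so inhibition keeps polarization high; 0% = DMSO wells and 100% = 60 µM reference IDE inhibitor Ii1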
CHRM4 PAM: human M4 muscarinic receptor positive allosteric modulators, primary screen, CHO-K1 cells, Fluo-8 calcium fluorescence; Muscarinic acetylcholine receptor M4 (Homo sapiens), P08173; CHO-K1 hM4/Gqi5, ACh EC20; 0% = ACh EC20, 100% = maximal ACh; activation, % at 3 µM; 360,000 tested, 0.4% active; AID 624126, 2012;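 active = activation above its plate's cutoff, the mean activation of sample wells plus 3 SD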; also: some results filed as inactive read as strong as hits
Target sequence (P08173 whole entry, looked up): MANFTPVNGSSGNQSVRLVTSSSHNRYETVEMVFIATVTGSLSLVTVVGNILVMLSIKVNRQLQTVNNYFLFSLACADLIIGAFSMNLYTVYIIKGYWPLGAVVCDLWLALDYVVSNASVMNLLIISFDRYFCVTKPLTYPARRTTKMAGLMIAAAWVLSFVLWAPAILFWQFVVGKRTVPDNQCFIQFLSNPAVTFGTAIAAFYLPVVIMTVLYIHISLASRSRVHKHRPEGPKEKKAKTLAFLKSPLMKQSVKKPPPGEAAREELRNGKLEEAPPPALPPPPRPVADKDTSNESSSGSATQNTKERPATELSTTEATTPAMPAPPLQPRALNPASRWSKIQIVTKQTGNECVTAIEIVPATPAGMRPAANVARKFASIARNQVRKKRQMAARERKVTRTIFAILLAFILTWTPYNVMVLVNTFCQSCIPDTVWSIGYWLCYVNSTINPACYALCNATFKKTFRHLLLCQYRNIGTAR
MEKK3 PB1 HTS: modulators of MEKK3-MEK5 PB1 binding, primary screen, biochemical, wildtype MEKK3, multiplex bead flow cytometry, Alexa488-MEK5. Mitogen-activated protein kinase kinase kinase 3 (Homo sapiens), Q99759. 290,000 tested, 1.4% active. bead-based flow cytometry, Alexa488-MEK5 binding to MEKK3; actives lie on both sides; 0 = blocked by unlabeled MEK5, 100 = vehicle. AID 1529, 2009. binding response (% of control), % at 10 µM;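 active = binding response more than 3 SD above or below the average of its plate-row segment, actives on both sides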;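 also: Alexa488 bead fluorescence after subtracting the streptavidin-only scavenger bead signal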
Numbers without * were called inactive; nt = not tested or not shown.

entry	molecule	p-CIP stab down	CRFR2-BP antag	IDE cell activ	PHOSPHO1 inh	CRFR2-BP ag	GalR3 antag	IDE cell inh	CHRM4 PAM	MEKK3 PB1 HTS
1	CCCCCNCc1ccc(Br)cc1	-7	-9	-1	27	1.1	-4	-5	-6	101
2	CCc1ccc(NS(=O)(=O)c2ccc3[nH]c(=O)[nH]c3c2)cc1	-15	-3	2	24	2.6	3	-4	3	94
3	CC(NC(=O)C12CC3CC(CC(C3)C1)C2)C(=O)NN=Cc1ccc([N+](=O)[O-])o1 (stereo unspecified)	nt	-8	2	nt	-0.7	-5	-1	1	nt
4	CCOc1ccc(-n2c(SCC(N)=O)nnc2-c2ccco2)cc1	6	18	-1	8	0.1	-8	nt	1	104
5	CCOC(=O)c1ccc(NC(=O)CN2CCN(CCN=CC3=C(O)CC(C)(C)CC3=O)CC2)cc1	-11	-2	3	36	-2.7	-6	nt	2	106
6	CN(C)c1ccc(C(=O)OCC(=O)NCCNC(=O)COC(=O)c2ccc(N(C)C)cc2)cc1	0	-21	-3	15	-9.4	-2	8	2	104
7	O=C(Oc1cccc(Nc2ncnc3ccccc23)c1)c1cccnc1	-6	-34	-2	28	3.8	-6	-5	-16	76
8	O=C(CCc1c[nH]c2ccccc12)OCc1cccc(C(F)(F)F)c1	-11	-3	3	20	0.8	-2	-6	3	106
9	COc1ccc(S(=O)(=O)N2CCC(C(=O)NCCc3ccc(OC)c(OC)c3)CC2)cc1	nt	-19	nt	nt	3.2	-4	nt	1	nt
10	CCOc1ncccc1C(=O)Nc1ccc(Cl)c(S(=O)(=O)N2CCCC2)c1	-7	-11	5	28	-2.4	2	8	-7	105
11	CC1CCN(CC(=O)Nc2nc(-c3ccccc3)cs2)CC1	-6	1	3	nt	-0.9	-9	-1	0	104
12	CCN1CCN(CCOc2ccccc2OCc2ccccc2)CC1	3	-1	-5	19	0.3	-6	-2	8	110
13	Nc1nc(-c2ccccc2)cn1/N=C/c1ccccc1	9	2	1	20	1.5	-5	-2	-6	104
14	CN1CCN(C(=O)C2=C[C@H](C3CC3)C[C@H](OCc3ccc(CO)cc3)O2)CC1	nt	5	3	nt	-0.8	-8	2	1	98
15	O=C(COC(=O)c1n[nH]c(=O)c2ccccc12)NC1CCCCC1	nt	-8	0	nt	0.8	-3	0	17	nt
16	CC1CCCN(CCCNC(=O)C2CC(=O)N(CCc3ccccc3)C2)C1 (stereo unspecified)	-5	-2	6	24	0.9	-4	7	-6	102
17	CC1(C(=O)OCC(=O)Nc2ccc(S(=O)(=O)N3CCOCC3)cc2)CC1(Cl)Cl (stereo unspecified)	nt	-9	4	nt	-0.5	-6	5	-7	nt
18	Cc1ccc(Cl)cc1NC(=O)Cn1cccc1	8	10	1	11	-0.4	-5	-1	5	92
19	Cc1ccc(S(=O)(=O)N2C[C@H]3[C@H]4C(=O)N(c5ccccc5)C(=O)[C@H]4C[C@H](OC(=O)NC4CC4)[C@@]3(O)C2)cc1	nt	3	nt	nt	1.1	-5	nt	8	nt
20	COc1cc(/C=C2/SC(=S)N(CC(=O)O)C2=O)ccc1OC(=O)c1cccs1	-137	32	-9	43	0.3	-7	12	5	102
21	NC(=O)C[C@@H]1N[C@]2(C(=O)Nc3ccccc32)[C@@H]2C(=O)N(C3CCCCC3)C(=O)[C@H]12	0	-3	-4	-10	-1.7	-4	-3	8	101
22	COc1cccc(C(=O)Nc2cc(C)nn2-c2ccccc2)c1OC	-15	-9	1	22	-0.5	0	3	-13	94
23	CCOc1ccc(S(=O)(=O)NCCC(=O)NC2CCC(C)CC2)cc1 (stereo unspecified)	nt	0	7	nt	-2.2	3	-1	-6	nt
24	CCC(=O)Nc1ccc(NC(=O)CSc2nnnn2-c2ccc(OC)cc2)cc1	5	7	1	3	0.3	-11	-2	-2	101
25	Cc1nc([N+](=O)[O-])cn1CC(=O)c1ccc(OC(F)(F)F)cc1	-7	-6	3	nt	-1.1	nt	-4	-1	93
26	CN(C)S(=O)(=O)c1ccc(S(=O)(=O)Nc2ccc3c(c2)oc2ccccc23)cc1	-10	-32	3	-11	-0.8	-2	-3	-7	105
27	CCN(c1ccccc1)S(=O)(=O)c1ccc(C(=O)Nc2nnc(COC)o2)cc1	0	-3	2	-7	0.2	5	-3	-2	103
28	Cc1cc(C)cc(N(CC(=O)NC2CCC(C)CC2)S(=O)(=O)c2c(C)[nH]c(=O)[nH]c2=O)c1 (stereo unspecified)	-7	6	2	32	1.5	1	-1	-14	92
29	Cc1ccc(S(=O)(=O)N(CC(=O)N2CCC(C)CC2)c2ccccc2)cc1	-19	7	7	49	0.0	-5	1	-4	94
30	CCCCNc1cc(C)nc(N2CCOCC2)n1	-7	7	5	-9	-0.2	-4	5	-1	102

An excerpt from above, showing only IDE cell activ, CRFR2-BP antag and GalR3 antag.
#	Structure	IDE cell activ	CRFR2-BP antag	GalR3 antag
22	COc1cccc(C(=O)Nc2cc(C)nn2-c2ccccc2)c1OC	1	-9	0
26	CN(C)S(=O)(=O)c1ccc(S(=O)(=O)Nc2ccc3c(c2)oc2ccccc23)cc1	3	-32	-2

Further entries follow.
entry	molecule	p-CIP stab down	CRFR2-BP antag	IDE cell activ	PHOSPHO1 inh	CRFR2-BP ag	GalR3 antag	IDE cell inh	CHRM4 PAM	MEKK3 PB1 HTS
31	CCN(CC)S(=O)(=O)c1ccc(/C=C/C(=O)OCC(=O)NCc2ccco2)cc1	nt	-8	-1	nt	1.0	-6	2	-8	nt
32	CCN=C1SC(C(=O)NCCc2ccccc2)CC(=O)N1CC (stereo unspecified)	-5	-5	3	-10	-1.5	-3	-2	-8	98
33	CCOC(=O)c1cc(-c2ccc(C#N)cc2)nc2c1c(C)nn2CCC#N	-13	30	3	-11	1.2	22*	3	5	102
34	CCCC(=O)Nc1ccc(Br)c(Cl)c1	-16	-5	2	10	-0.9	3	3	1	107
35	CC1(C)c2ccccc2-n2c1cc1oc(=O)cc(O)c1c2=O	-9	0	4	42	-0.1	-2	4	-3	93
36	COc1ccc(OCc2cc(C(=O)NCCN3CCCC(O)C3)no2)c(Cl)c1 (stereo unspecified)	-13	-5	3	-7	0.7	1	-3	0	102
37	Cc1ccc(CCN2CC(C(=O)NCCCN3CCN(C)CC3)CC2=O)cc1 (stereo unspecified)	-14	19	3	0	2.2	5	-1	1	106
38	Cc1ccccc1C(C(=O)NC1CCCCC1)N(C(=O)CNC(=O)c1ccco1)c1cccnc1 (stereo unspecified)	-16	-6	-1	27	-1.2	-7	5	-1	105
39	Cc1ccccc1OCCSc1nc2ccccc2n1CCC(=O)O	9	4	2	36	-1.9	-4	2	-5	100
40	COc1ccc(-n2c(C)cc(/C=C3\C(=N)N4N=C(CC(=O)N5CCOCC5)SC4=NC3=O)c2C)cc1	12	-11	-1	29	1.4	-1	-1	3	86
41	COC(=O)[C@]1(C)N[C@H](CN(C)S(=O)(=O)c2ccc(-c3ccccc3)cc2)[C@@H]2C(=O)N(C)C(=O)[C@@H]21	nt	15	0	nt	-0.4	-8	0	7	nt
42	O=C(N/N=C/c1coc2ccccc2c1=O)c1ccncc1	2	2	-2	26	4.5	2	nt	10	102
43	Cc1ccc(NS(=O)(=O)c2ccc(CCC(=O)N3CCCC3)cc2)cc1	-8	-14	-4	32	10	-2	-1	-4	98
44	CN(C(=O)COC(=O)c1cc2ccccc2oc1=O)C1CCCCC1	nt	9	3	nt	0.4	-7	-2	9	nt
45	COc1ccccc1CN1CCCC(N2CCN(c3ccccc3OC)CC2)C1 (stereo unspecified)	-6	2	3	nt	-1.3	-4	nt	-10	102
46	CN(CC(=O)NNC(=O)CNC(=O)c1cccs1)S(=O)(=O)c1ccc(Cl)cc1	nt	-12	-2	nt	2.2	-5	-4	7	nt
47	Cc1ccsc1C1CC(=O)OC2=C1C(=O)CC(C)(C)C2 (stereo unspecified)	-12	nt	nt	16	nt	nt	-2	nt	101
48	CC(C)Cn1c(N)c(C(=O)COC(=O)COc2cccc(C(F)(F)F)c2)c(=O)n(C)c1=O	17	8	5	5	-0.7	-2	3	-12	99
49	CS(=O)(=O)c1cccc(NC(=O)C2CC2)c1	-7	-6	-2	30	0.9	-1	0	5	108
50	Nc1nonc1-c1nc2ccccc2n1CC(=O)O	6	-11	2	8	-1.0	-3	-8	0	102
51	CCOC(=O)c1c(C)cc2c(CO)n[nH]c(=O)c2c1C	nt	-1	nt	nt	-1.3	-2	nt	1	nt
52	O=S(=O)(c1ccccc1)c1nc(-c2ccco2)oc1N1CCOCC1	-2	3	0	-21	0.2	-5	-2	6	100
53	CCOC(=O)C1CCN(c2nc3c(C)cccn3c(=O)c2/C=C(\C#N)S(=O)(=O)c2ccccc2)CC1	0	-3	-3	19	4.6	4	4	-28	96
54	Nc1ccccc1C(=O)NCc1ccco1	-4	14	1	39	-1.7	-5	nt	4	102
55	CCOC(=O)c1csc(-c2ccc(OC)c(OC)c2)n1	-2	0	-1	20	-1.0	3	0	-1	99
56	Cc1ccc(-c2nnn(CC(=O)NC3CCCc4ccccc43)n2)cc1 (stereo unspecified)	-5	-18	2	62*	3.9	1	0	5	101
57	Cc1onc(-c2c(F)cccc2Cl)c1C(=O)Nc1nnc(-c2ccccc2)s1	-5	-3	3	18	-1.2	-8	0	10	106
58	CN(/N=C/c1ccc(C(C)(C)C)cc1)C1=NCCN1	-14	-10	-2	34	0.9	1	0	5	102
59	COc1cc(S(=O)(=O)Nc2ccccc2C(=O)N2CCCCC2)ccc1NC(C)=O	nt	7	4	nt	0.2	-7	-4	5	nt
60	CC(=O)NC(c1cccs1)c1cc(Cl)c2ccccc2c1O (stereo unspecified)	nt	0	4	nt	-3.7	-7	19*	1	nt
61	COc1cc(C(=O)N2CCN(Cc3ccccc3C(F)(F)F)CC2)cc(OC)c1OC	-14	17	6	26	-5.4	-4	0	8	nt
62	Cc1c(C)c2ccc(O)c(CN3CCCC3)c2oc1=O	2	-2	1	6	0.8	-11	-2	8	95
63	Cc1cccc(CSc2ccc3nnc(-c4cccs4)n3n2)c1	0	63*	2	1	2.7	-3	-1	6	100
64	Cc1csc(SCc2c(C(=O)O)oc3ccccc23)n1	nt	15	5	nt	-0.1	-2	-7	1	97
65	COc1ccc(OCC(=O)NS(=O)(=O)c2ccc(Cl)cc2)cc1	-10	17	4	27	0.0	-8	-21	6	102
66	NNC(=O)c1cc2ccccc2[nH]1	-5	16	3	12	0.8	5	3	1	100
67	Cc1ccc(S(=O)(=O)N2[C@@H](c3ccc(Cl)cc3)C(C(=O)O)=CC[C@H]2c2cccs2)cc1	nt	7	-1	nt	-1.4	-3	0	8	nt
68	CCCC(=O)Nc1ccc(NC(=O)c2cccc(OC)c2)cn1	-1	-4	0	36	-1.8	2	7	-3	100
69	Cc1nn(Cc2cccc(C(=O)N3CCCC(C)C3)c2)c(C)c1[N+](=O)[O-] (stereo unspecified)	-8	29	3	14	0.3	5	-4	1	98
70	Cc1ccc(N2CC(NC(=O)C(=O)c3c(C)[nH]c4ccccc34)CC2=O)cc1 (stereo unspecified)	nt	-5	-2	nt	0.3	-6	0	9	nt
